# Source: PubChem BioAssay
# GLP1R inv ag: acts as inverse agonist at human GLP-1 receptor; P43220; 410,000 compounds, 1.6% hits; Potency, µM (titrated, usually from 38.3 µM), for the others: top-dose activity change, negative = inhibition, usual class: inhibitors; HEK293 GLP-1R CRE-luciferase, luminescence, 24 h; GLP-1R form is constitutively active; AID 624417; also: % is scaled to controls: 0 for no effect and ±100 for the full control effect; nearly all actives have a fitted effect of over 55% in size
# Target sequence (P43220 whole entry, looked up): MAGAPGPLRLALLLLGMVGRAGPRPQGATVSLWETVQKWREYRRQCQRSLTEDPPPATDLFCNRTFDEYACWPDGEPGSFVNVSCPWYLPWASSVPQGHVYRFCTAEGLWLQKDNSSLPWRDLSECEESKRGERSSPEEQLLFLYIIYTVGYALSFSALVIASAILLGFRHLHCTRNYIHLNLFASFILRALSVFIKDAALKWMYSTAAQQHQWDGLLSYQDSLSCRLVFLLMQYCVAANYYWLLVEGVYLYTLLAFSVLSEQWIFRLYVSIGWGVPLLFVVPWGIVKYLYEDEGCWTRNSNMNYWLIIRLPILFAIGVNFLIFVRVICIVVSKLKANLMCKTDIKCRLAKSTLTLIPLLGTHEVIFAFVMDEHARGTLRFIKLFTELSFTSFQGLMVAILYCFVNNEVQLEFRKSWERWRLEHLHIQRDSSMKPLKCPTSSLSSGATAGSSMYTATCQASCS
#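 Luminescence readout: a drop in cAMP-driven luciferase signal flags inverse agonism at a constitutively active GLP-1R stably expressed in HEK293. Compound exposure lasted 24 hr at 37 deg C, 5% CO2.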
# KB-3-1 tox: kills parental KB-3-1 adenocarcinoma cells | KB-3-1 viability, CellTiter-Glo ATP luminescence, 72 h | Potency, µM (top dose mostly 46.1 µM), for the others: top-dose activity change, negative = cytotoxic, hits mostly cytotoxic | 400,000 compounds, 1.4% hits; also: % is scaled to controls: 0 for no effect and ±100 for the full control effect; nearly all actives have a fitted effect of over 60% in size
#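 Cytotoxicity in the drug-sensitive parental line KB-3-1 was scored as loss of CellTiter-Glo luminescence following 72 h incubation with compound. Values come from curve fitting of normalized concentration-response data.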
# KB-V1 cytotox: KB-V1 MDR subline cytotoxicity; 400,000 compounds, 3.4% hits; AID 1347076; KB-V1 MDR cells viability, CellTiter-Glo, 72 h; Potency, µM (top dose mostly 46.1 µM), inactives show top-dose activity change, negative = cytotoxicity, actives largely listed as cytotoxic; also: % is scaled to controls: 0 for no effect and ±100 for the full control effect; nearly all actives have a fitted effect of over 60% in size
#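 KB-V1 cells (P-gp-expressing MDR subline of KB-3-1) in phenol-red-free DMEM with 10% FBS were exposed to library compounds over a concentration series for 72 h at 37 degrees C. Viability read by CellTiter-Glo luminescence; concentration-effect curves fitted after normalization.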
# TDP43 rescue: TDP-43 toxicity inhibition in yeast; TDP-43 expressing yeast growth rescue, BacTiter-Glo, 24 h; Potency, µM (top dose mostly 46.1 µM), for inactives: at the top dose growth rescue (activation), most hits filed as activators; 410,000 compounds, 1.8% hits; AID 652104; also: % of control where 0% means no effect; nearly all actives have a fitted effect of over 50% in size
#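 Galactose-induced TDP-43 yeast, OD600=0.02, compound pinned; 24 hr, 30 deg C; BacTiter-Glo luminescence for growth. Inhibitors of TDP-43 toxicity read as activators.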
# GLP1R ag: agonists of human GLP-1 receptor | P43220 | HEK293 GLP-1R CRE-luciferase, luminescence, 4-6 h; cells express a hypersensitive GLP-1R form | Potency, µM (series often up to 45.6 µM), for the others: at the highest dose activation, most hits filed as activators | 380,000 compounds, 0.007% hits | AID 624172; also: % of control where 0% means no effect
# SW480 rerep: inducers of DNA re-replication in SW480 colon cancer cells; 340,000 compounds, 1.8% hits; Potency, µM (series often up to 46.1 µM), without a hit: at the top dose re-replication activation, actives largely listed as activators; SW480 DNA re-replication, Hoechst DNA content imaging, 48 h; also: % of control where 0% means no effect; nearly all actives have a fitted effect of over 55% in size
#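 Hoechst fluorescence of nuclei (405 nm excitation, 500-530 nm emission) measured by plate-scanning imager after 48 hr compound exposure at 37 C; re-replication scored as increased number of nuclei with elevated intensity.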
# GLP1R cytotox: cytotoxicity in counter-screen for GLP-1R inverse agonists. HEK293 cAMP-luciferase reporter cells, luminescence, 24 h. Potency, µM (titrated, usually from 38.3 µM), for the others: at the highest dose activity change, negative = inhibition, most hits filed as inhibitors. 410,000 compounds, 0.13% hits. AID 624418;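 also: loss of luciferase light is scored as toxicity; % is scaled to controls: 0 for no effect and ±100 for the full control effect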
#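 Luminescence readout: signal drop marks cytotoxicity. Plated cells grew 12 h at 37 °C, 5% CO2, received 23 nL compound for 24 h, then got luciferase reagent, read after 12 min at RT.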
# HT1080 IDH1KD tx: kills HT-1080 cells with IDH1 knockdown; HT-1080 IDH1 knockdown viability, ATP luminescence, 48 h; 360,000 compounds, 2% hits; Potency, µM (doses to about 46.1 µM), for the others: at the highest dose activity, negative = toxicity, hits mostly cytotoxic;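 also: 0% = DMSO wells and -100% = cell-free medium wells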
#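 IDH1KD HT-1080 cells, 750/well, RPMI + 5% FBS; compound pinned after 2 h settling; 48 h, 37 °C; CellTiter-Glo luminescence; % activity normalised to DMSO and no-cell wells; curves fitted, classed by r2 and efficacy.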
# HT1080NT lethal: kills 2HG-producing HT-1080-NT fibrosarcoma cells | AID 686970 | 360,000 compounds, 1.6% hits | Potency, µM (highest dose often 46.1 µM), inactives show top-dose activity, negative = less viability, usual class: cytotoxic | HT-1080-NT fibrosarcoma viability, CellTiter-Glo ATP luminescence, 48 h;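 also: NT is the 2HG producing partner of a matched IDH1 knockdown line; 0% = DMSO-treated cells and -100% = media-only wells without cells; nearly all actives have a fitted effect of over 55% in size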
#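 Compounds were tested in concentration-response format on HT-1080-NT cells for 48 hours at 37 degrees C. Cell viability came from CellTiter-Glo luminescence; curves were classified by r2, response magnitude and activity.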
# An asterisk follows results filed as active; ? = inconclusive; . = no result given; & = joins results of further samples; [ ] = another dose, or the depositor's remark. Calls follow the shape of the dose curve; as a rule, active = well fitted curve in the direction sought with a large enough effect; inconclusive = small, poorly fitted or top-dose-only effect, or another doubt; inactive = no such curve, though single readings can be large; an effect the other way counts as inactive or inconclusive. Potency is read from the fitted curve at half-maximal effect.
# Every second line gives: GLP1R inv ag	KB-3-1 tox	KB-V1 cytotox	TDP43 rescue	GLP1R ag	SW480 rerep	GLP1R cytotox	HT1080 IDH1KD tx	HT1080NT lethal
CCOc1ccc(Nc2nc(Nc3ccc(O)cc3)nc(C)c2[N+](=O)[O-])cc1
 : 9.0%	-0.3%	-26.4%	-14.8%	14.5%	-3.6%	17.9%	-16.9%	-22.3%
Cc1cccc(N(C(=O)c2snc(C(N)=O)c2N)C(C(=O)NCC2CCCO2)c2ccc(N(C)C)cc2)c1C (stereo not given)
 : 23.8%	16.3%	37.3%	-5.9%	-3.9%	2.9%	-5.0%	9.7%	8.0%
CCC(O)(CCN1CCCCC1)c1ccccc1 (stereo not given)
 : 1.3%	5.1%	5.6%	13.3%	-12.9%	-0.9%	-9.0%	8.4%	19.8%
CC(Sc1cccc(C(F)(F)F)c1)C(=O)NC(N)=O (stereo not given)
 : 21.3%	1.1%	-8.4%	-14.1%	-1.5%	-6.1%	0.4%	9.2%	-0.4%
CCN(CC)CCn1c2c(c(SCC(=O)Nc3nc4ccccc4s3)nc1=O)CCC2
 : ?	3.5%	?	6.2%	11.1%	-0.3%	-8.7%	-0.7%	1.8%
CCCCc1ccc(NS(=O)(=O)c2cccs2)cc1
 : -9.6%	4.9%	20.2%	?	1.6%	-1.3%	0.6%	?	?
Cc1cc(C)nc(N2CCCC(C(=O)NCCc3ccc(F)cc3)C2)n1 (stereo not given)
 : 0.0%	-1.8%	18.4µM*	-12.1%	0.5%	-1.2%	12.0%	-11.2%	7.3%
CC(C)(C)c1cc(N/C=C\c2nnnn2-c2ccc(Br)cc2)no1
 : ?	-16.8%	-11.2%	-5.1%	-2.1%	-0.7%	-16.3%	-9.2%	-1.3%
CCC(CC)c1nnc(NC(=O)C23CC4CC(CC(NC(C)=O)(C4)C2)C3)s1
 : -24.4%	.	.	-30.5%[inhibitor]	-3.8%	-2.2%	13.3%	-3.0%	3.8%
Cc1ccc(-n2c(SCC(=O)N(C)C)nnc2-c2ccco2)cc1
 : 10.7%	0.2%	-14.4%	16.9%	11.6%	-4.3%	-1.7%	0.0%	13.0%
O=C(Nc1ccc(Cl)cc1)c1cccc(OC(=S)N2CCOCC2)c1
 : ?	?	-28.4%	?	-4.6%	-4.7%	-5.4%	-5.0%	-23.8%
CCOc1cc(C(=O)NCc2ccc(-c3nc4ccccc4o3)cc2)cc(OCC)c1OCC
 : 6.1%	-7.6%	0.0%	-13.1%	2.4%	16.3%	6.4%	20.3%	13.2%
CCn1cc(C(=O)O)c(=O)c2cnc(N3CCN(C(=S)NC(=O)c4ccc(Cl)cc4)CC3)nc21
 : -2.9%	-1.4%	-5.2%	-11.5%	0.8%	1.5%	2.0%	-5.4%	-1.2%
CCOc1ccc(CCNC(=O)c2cccc(S(=O)(=O)N3CCCCC3)c2)cc1OCC
 : ?	?	6.51µM*	10.3%	-1.5%	7.4%	-1.8%	-28.1%	-10.9%
Cc1ccccc1OCc1n(CC(=O)OC2CC(C)CCC2C(C)C)c2ccccc2[n+]1C (stereo not given)
 : ?	?	0.0%&-9.4%	-6.2%&2.5%	12.3%&-5.4%	?	?	7.31µM*	16.4µM*
COc1ccc(-c2nc3ccccc3s2)cc1
 : ?	0.0%	0.0%	-3.2%	-4.5%	-1.1%	3.3%	-8.9%	-4.0%
N#Cc1nc(Cc2cccc3ccccc23)oc1NCc1ccc(F)cc1
 : ?	?	?	18.2%	4.7%	0.9%	1.7%	?	?
Cc1ccc(C(=O)n2nc(C)c(S(=O)(=O)N3CCCCCC3)c2C)cc1
 : 17.0%	1.7%	-7.6%	11.0%	-0.8%	.	5.6%	.	.
O=C(CN1C(=O)C(=O)c2ccccc21)OCN1C(=O)c2ccccc2C1=O
 : 4.5%	-6.9%	4.5%	3.7%	-1.7%	14.6%	-0.6%	-0.3%	6.0%
O=C(Nc1ccc(Cl)cc1)Nc1cnccn1
 : -14.3%	?	19.0%	25.8%	-3.4%	-7.8%	4.7%	6.7%	5.2%
CC(=O)Nc1ccnn1C1CCN(C(=O)c2cccc(C)c2C)CC1
 : 5.7%	9.6%	26.2%	-8.4%	-2.6%	-1.3%	-4.5%	10.9%	2.0%
COc1ccc(OC)c(C2CC(=O)N3CN(c4cccc(Cl)c4)CSC3=C2C#N)c1 (stereo not given)
 : -6.8%	12.2%	-11.9%	3.9%	-1.1%	-1.1%	?	1.4%	0.0%
O=C(CSc1nc2ccccc2c(=O)n1-c1ccc(Cl)cc1)c1ccco1
 : 0.4%	12.7%	-7.1%	18.9%	1.0%	-0.4%	2.5%	-24.0%	-21.7%
CN(CCOc1ccc(Br)cc1)CC(O)c1ccccc1 (stereo not given)
 : ?	?	-21.8%	5.6%	-4.0%	9.9%	1.5%	-5.4%	-0.5%
COc1cccc(CC(C(=O)Nc2cc(C)ccc2C)c2nn[nH]n2)c1OC (stereo not given)
 : -6.4%	-3.4%	1.6%	-2.4%	0.4%	-10.1%	2.0%	-1.0%	-3.0%
CCc1cc(-c2onc(C)c2-c2cscn2)c(O)cc1OC
 : ?	-1.5%	?	17.8µM*	16.1%	-104.2%[inhibitor]	-22.2%	-17.6%	-17.4%
Cc1cc(C)n(C(=O)Cn2nc([N+](=O)[O-])cc2C)n1
 : -5.7%	6.3%	-0.5%	28.6%	-1.2%	-4.4%	-8.4%	18.1%	18.2%
CC1CCN(C(=O)Cn2c3ccccc3c3nc4n(c(=O)c32)CCS4)CC1
 : 5.4%	-4.2%	2.1%	14.7%	12.7%	2.6%	-11.0%	0.0%	-10.3%
CC(C)OC(=O)C(C(=O)C(F)(F)F)c1cc(NS(=O)(=O)c2ccc3ccccc3c2)c2ccccc2c1O (stereo not given)
 : ?	0.0%	-16.9%	-64.1%[inhibitor]	-12.6%	?	?	11.6µM*	8.2µM*
CCCc1nn2c(=O)cc(COC(=O)CNC(=O)COc3ccc(C)cc3)nc2s1
 : 11.4%	-3.8%	7.4%	1.6%	.	.	3.6%	.	.

# Looked up above:
# Cc1ccccc1OCc1n(CC(=O)OC2CC(C)CCC2C(C)C)c2ccccc2[n+]1C (stereo not given) in HT1080NT lethal reads 16.4µM*
# Cc1cc(C)n(C(=O)Cn2nc([N+](=O)[O-])cc2C)n1 in KB-3-1 tox reads 6.3%

# Carrying on.
# Every second line gives: GLP1R inv ag	KB-3-1 tox	KB-V1 cytotox	TDP43 rescue	GLP1R ag	SW480 rerep	GLP1R cytotox	HT1080 IDH1KD tx	HT1080NT lethal
CC(=O)N1CCc2cc(S(=O)(=O)N3CCN(c4ccc(C)cc4)C(C)C3)ccc21 (stereo not given)
 : -4.1%	-13.0%	-18.8%	16.0%	-1.7%	.	16.9%	.	.
CC(=O)Nc1c(C(=O)N2CCCCCC2)cnn1-c1ccccc1
 : -4.8%	3.5%	8.9%	-18.7%	3.0%	-7.1%	4.6%	17.6%	10.5%
CN1CCN(c2nc(NCc3ccco3)nc(N)c2[N+](=O)[O-])CC1
 : 68.0%[activator]	1.9%	7.3%	15.6%	21.6%	13µM*	-4.7%	9.9%	7.8%
CCOC(=O)C(=O)Cc1nc2ccccc2s1
 : 5.8%	-1.9%	16.3%	?	-6.4%	-1.8%	105.8%[activator]	16.1%	0.4%
CC(=O)c1ccc(Nc2nc(N3CCOCC3)nc(N3CCOCC3)n2)cc1
 : 23.5%	-7.2%	-17.4%	?	0.8%	-22.8%	1.1%	11.2%	14.1%
O=C(Cc1ccccc1)Nc1sc2c(c1C(=O)Nc1ccccc1)CCCCC2
 : -25.8%	-3.7%	-11.2%	-16.2%	.	.	-21.7%	.	.
Cc1cccc(/C=C/c2nc3ccccc3c(=O)[nH]2)c1
 : 5.1%	?	?	6.3%	11.4%	5.17µM*	7.2%	?	?
COc1ccc(S(=O)(=O)N[C@H]2CC[C@H](CCNC(=O)c3ccccc3F)O[C@@H]2CO)cc1
 : 5.4%	7.6%	-2.1%	4.7%	.	.	2.0%	11.8%	17.9%
CCOC(=O)c1sc2ncnc(NCC(c3cccs3)N(C)C)c2c1C (stereo not given)
 : 14.2%	-22.1%	20.6µM*	0.0%	6.9%	3.9%	4.8%	-13.0%	-19.6%
CC(=O)Nc1nc(C)c(Oc2ccc(Cl)cc2)c(=O)[nH]1
 : 8.5%	2.9%	?	-6.7%	0.0%	-91.9%[inhibitor]	15.8%	8.8%	11.7%
CCOC(=O)C1CCN(S(=O)(=O)c2ccc3c(c2)N(C)C(=O)CC(=O)N3C)CC1
 : 8.3%&13.2%	-7.5%&-3.6%	17.9%&20.4%	-3.1%&6.4%	-5.8%	-0.9%	-8.7%&5.6%	20.7%	-0.1%
Cc1ccc(C(=S)N2CCN(Cc3ccccc3)CC2)s1
 : ?	-5.0%	?	19.2%	11.3%	1.7%	-2.1%	-11.5%	5.8%
CC(C)[C@H](NC(=O)c1ccc(C(C)(C)C)cc1)C(=O)Nc1nnc(C2CC2)s1
 : ?	-0.6%	?	-27.0%	0.7%	10.1%	6.3%	-2.2%	-12.3%

# One compound at a time, as listed above. Order of values: GLP1R inv ag	KB-3-1 tox	KB-V1 cytotox	TDP43 rescue	GLP1R ag	SW480 rerep	GLP1R cytotox	HT1080 IDH1KD tx	HT1080NT lethal
# CN1CCN(c2nc(NCc3ccco3)nc(N)c2[N+](=O)[O-])CC1 in the list: 68.0%[activator]	1.9%	7.3%	15.6%	21.6%	13µM*	-4.7%	9.9%	7.8%
# CCOC(=O)c1sc2ncnc(NCC(c3cccs3)N(C)C)c2c1C (stereo not given) in the list: 14.2%	-22.1%	20.6µM*	0.0%	6.9%	3.9%	4.8%	-13.0%	-19.6%
# CC(=O)Nc1nc(C)c(Oc2ccc(Cl)cc2)c(=O)[nH]1 in the list: 8.5%	2.9%	?	-6.7%	0.0%	-91.9%[inhibitor]	15.8%	8.8%	11.7%
